H9c2 TAG inh: triacylglycerol accumulation inhibition. H9c2 cells, Nile Red lipid (TAG) fluorescence; cells loaded with 200 µM oleic acid. 230,000 tested, 0.66% active. inhibition, % at 12.5 µM;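 active = pattern-corrected inhibition of lipid staining of at least 50% with the nuclear-stain viability signal not falling by more than 50%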;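 also: 0% = DMSO wells and 100% = triacsin C control wells; some results filed as inactive read as strong as hits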
H9c2 TAG inh DAPI viability: also measured in H9c2 TAG inh; calls as there; DAPI nuclei signal change (viability), lower = more cytotoxic, %;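 whole-well DAPI fluorescence read on a plate reader as a viability signal; minus 50 percent equals half of cells still viable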
Active calls of the source: *.

SMILES | H9c2 TAG inh | H9c2 TAG inh DAPI viability
CC(C)(C)c1ccc(OCCC(=O)NC2=NCCS2)cc1 | -25.2 | 3.0
Cc1cc(C)cc(OCC(=O)OCC(=O)Nc2cc(C)nn2-c2ccccc2)c1 | -6.5 | -0.5
CCn1c(SC(C)C(=O)N2CCOCC2)nc2sc(C)c(C)c2c1=O (stereo not drawn) | -10.1 | -5.4
O=C(NC1CC(=O)N(c2ccc(Cl)cc2)C1)N1CCN(C(=O)c2ccco2)CC1 (stereo not drawn) | 5.9 | 2.8
CC1(C(=O)Nc2ccccc2)CCN1C(=O)Cc1ccc(-c2ccccc2)cc1 (stereo not drawn) | -33.8 | 10.6
CCc1cc2c(CN3CCN(C)CC3)cc(=O)oc2cc1O | 12.3 | 75.8
CC(CC(=O)Nc1ccc2c(c1)c(=O)n(C)n2Cc1cccc(C(F)(F)F)c1)C(F)(F)F (stereo not drawn) | -1.1 | 8.2
CCN1C(=O)c2cccc3c(S(=O)(=O)NCCc4c[nH]c5ccccc45)ccc1c23 | 1.4 | -8.0
CC(C)(C)n1nnnc1C(c1ccc(F)cc1)N1CCN(Cc2ccc3c(c2)OCO3)CC1 (stereo not drawn) | -27.6 | -3.8
COC(=O)COc1cc(C)cc2oc(=O)c(CC(=O)OC)c(C)c12 | -4.7 | 12.3
Cc1cccc(C(=O)Nc2nnc(Cc3ccccc3)s2)c1 | -0.4 | -1.9
CCOC(=O)C1CCCN(c2c(Nc3ccc(C)c(C)c3)c(=O)c2=O)C1 (stereo not drawn) | -1.1 | 7.5
Cc1ccc(S(=O)(=O)N2C[C@@H]3[C@H]4CC[C@H](C4)[C@@H]3[C@@H](C)[C@@H]2c2ccn([Si](C(C)C)(C(C)C)C(C)C)c2)cc1 | -4.0 | -2.5
COc1cc(O)c(C(CC(=O)N2CCCC(C)C2)c2ccc3c(c2)OCO3)c(OC)c1 (stereo not drawn) | -19.3 | 6.4
Nn1c(SCC(=O)N2CCc3ccccc3C2)nnc1-c1cccs1 | -6.9 | -3.2
Cc1cc(C)nc(-n2nc(C)c3c(C(F)F)cc(C)nc32)n1 | 7.0 | 6.3
Cc1ccc(S(=O)(=O)N2CCN=C2SCc2ccc(Cl)c(Cl)c2)cc1 | 9.8 | -13.1
Cc1cc(N2CCN(C)CC2)nc2ccc(NC(=O)c3ccccc3F)cc12 | 6.1 | 10.2
CCOC(=O)Cc1csc(NC(=O)C2CCCN(S(=O)(=O)c3cnc[nH]3)C2)n1 (stereo not drawn) | 11.8 | -8.1
O=S(=O)(Nc1cc(S(=O)(=O)N2CCOCC2)ccc1O)c1ccc2c(c1)OCCCO2 | 4.3 | -0.7
Cc1ccc(C)c(S(=O)(=O)N(C)C2CCS(=O)(=O)C2)c1 (stereo not drawn) | -8.4 | 5.4
O=C(NCc1ccccc1)c1cc(C2CCCCN2C(=O)c2ccccc2)on1 (stereo not drawn) | 17.3 | -3.0
O=c1[nH]n(-c2ccccn2)c(=O)c2ccccc12 | -3.4 | -9.6
COc1ccc(NC(=O)CN(C)C(=O)c2cc(C3CC3)nn2-c2ccccc2)cc1 | 0.2 | 2.5
Cc1nnc(SCC2=C(C(=O)O)N3C(=O)C(NC(=O)C(C)n4nc(C(F)(F)F)cc4C)C3SC2)s1 (stereo not drawn) | -3.7 | 12.1

Next results
SMILES | H9c2 TAG inh | H9c2 TAG inh DAPI viability
CCCCn1c(N)c(N(CCOC)C(=O)c2c(CC)noc2C)c(=O)[nH]c1=O | 5.8 | -6.3
Cc1cc(C)c2c(CC(=O)Nc3ccc(Cl)cn3)coc2c1 | 31.6 | -3.0
CCN(C(=O)COC(=O)c1cnc(C)cn1)C1CCS(=O)(=O)C1 (stereo not drawn) | -1.2 | 0.2
CCOc1cc(CN2CCCC(C(=O)c3cccc(C(F)(F)F)c3)C2)ccc1O (stereo not drawn) | 1.8 | 21.1
COc1ccc(OC)c(NC(=O)NC2(C(F)(F)F)Oc3ccccc3O2)c1 | 9.4 | -9.6
COc1cccc(/C=N/NC(=O)c2ccoc2C)c1 | -5.5 | -2.8
CCN=c1scc(-c2ccco2)n1/N=C/c1ccc(O)cc1 | -18.9 | 9.7
CN(CC(=O)Nc1ccc(F)cc1)C(=O)CSc1nccn1C | -16.7 | -0.9
CC(C)(C)c1ccc(C(=O)NCCC(=O)NCc2ccc(F)cc2)cc1 | 27.1 | -26.1
COCCn1c(=S)[nH]c2ncccc2c1=O | 3.5 | -5.3
CN(C)CCCOC(=O)c1cc2ccccc2o1 | -8.0 | 9.1
Cc1onc(-c2c(F)cccc2Cl)c1C(=O)N1CCCC1 | -0.2 | -5.3
COc1ccc(N(C(=O)c2cccnc2)S(=O)(=O)c2cc(OC)ccc2OC)cc1 | 2.1 | 2.4
O=C1c2c([N+](=O)[O-])cc([N+](=O)[O-])cc2S(=O)N1Cc1ccccc1 (stereo not drawn) | -2.8 | 2.4
O=C(NC1CCCCCC1)c1ccc(=O)n(Cc2ccccc2)n1 | -14.6 | 9.9
Cc1nc(SCC(=O)Nc2c(C)n(C)n(-c3ccccc3)c2=O)c(C#N)c(C)c1C | -45.7 | 1.9
COC(=O)C[C@@H]1C[C@H]2c3cc(NC(=O)CC4CC4)ccc3O[C@H]2[C@@H](CO)O1 | 7.1 | -3.8
O=C(OCc1cnc(Cl)s1)c1ccc(Cl)cc1 | -3.3 | 0.3
Cc1cccc(C)c1NC(=S)N(Cc1cccs1)C1CCCC1 | -4.7 | -4.3
CSc1cccc(NC(=O)NCc2cccc(CNC(=O)Nc3cccc(SC)c3)c2)c1 | -7.4 | 3.9
Cc1ccc(S(=O)(=O)N2C[C@@H](C)[C@]3(C2)[C@H](O)[C@H](OC(=O)NCc2ccccc2F)C[C@H]2C(=O)N(c4ccccc4)C(=O)[C@H]23)cc1 | -2.0 | -3.0
CCOC(=O)C1CCN(C(=O)c2ccccc2Oc2ccccc2)CC1 | -10.7 | 0.1
CN1C(=O)C(C(=O)NC(C)(C)C)C2c3ccccc3OC13CCCCC23 (stereo not drawn) | -4.3 | -4.0
Cc1ccc(S(=O)(=O)N2CCN(CC(=O)N/N=C\c3ccncc3)CC2)cc1 | 5.0 | -6.7
C(=N\Nc1ccc2nncn2n1)/c1ccccn1 | 28.2 | -14.8

(listing goes on)
SMILES | H9c2 TAG inh | H9c2 TAG inh DAPI viability
COC(=O)Cn1nnc(N2CCOCC2)n1 | -2.0 | 2.5
COc1cc(OC)c(S(=O)(=O)N2CCCCC2)cc1S(=O)(=O)N1CCCCC1 | 14.6 | -7.9
Cc1nnc(NC(=O)Nc2ccc(Cl)c(Cl)c2)s1 | 18.2 | -10.9
CN(CCc1nc2ccc(Cl)cc2[nH]1)Cc1nc(CC2CC2)no1 | -1.2 | 2.6
COc1ccc(OC)c(C2CC(=O)N3CN(c4cccc(Cl)c4C)CSC3=C2C#N)c1 (stereo not drawn) | 12.8 | -11.4
CCCCC(=O)N(Cc1ccc(F)cc1)C1CCS(=O)(=O)C1 (stereo not drawn) | 9.5 | -4.3
COc1ccc(-c2csc(NC3OC(=O)c4ccccc43)n2)cc1 (stereo not drawn) | 24.1 | -5.5
Cc1cc2ccccc2n2c(SCC(=O)N3CCc4ccccc4C3)nnc12 | -0.2 | -8.3
C[C@H]1CN([C@@H](C)CO)S(=O)(=O)c2ccc(Br)cc2O[C@H]1CN(C)C(=O)c1cccnc1 | 6.3 | 4.0
O=C(CSc1ncccn1)Nc1cc(Cl)ccc1[N+](=O)[O-] | -5.6 | -4.0
Cc1ccc(C(=O)N(Cc2sccc2C)C2CCS(=O)(=O)C2)cc1 (stereo not drawn) | -6.3 | 3.9
O=C1C(c2ccncc2)=C(O)c2ccccc21 | 7.3 | -6.1
Cc1ccc(C)c(NC(=O)c2cnn3ccccc23)c1 | 7.1 | 6.5
C[C@H](NC(=O)CCn1nnc2ccccc2c1=O)C(=O)O | 8.4 | -9.4
Cc1cc2c(c(/C=C/C(=O)c3ccccc3)c1)OC1(C=C2)Oc2ccccc2C(=O)N1C (stereo not drawn) | 3.2 | -18.4
CCOC(=O)C(=O)Nc1ccc2c(c1)OCO2 | 1.5 | -10.9
Cc1ccc2nc(CCc3nc4ccc(C)cc4[nH]3)[nH]c2c1 | -0.1 | -0.7
CCOC(=O)c1cc(OCC)c2c(ccc3cc(OC)ccc32)n1 | -6.0 | 34.2
CCOc1ccc(NC(=O)COC(=O)CC2CC3CCC2C3)cc1 (stereo not drawn) | 9.6 | -5.4
Cc1onc(-c2c(F)cccc2Cl)c1C(=O)N=C(N)N1CCCC1 | 6.0 | -0.3
CC(NC(C)c1ccccc1Cl)C(=O)Nc1cccc(S(=O)(=O)N2CCCCC2)c1 (stereo not drawn) | -5.8 | -9.4
NS(=O)(=O)c1ccc(CNC(=O)c2ccc(Cl)c([N+](=O)[O-])c2)cc1 | -1.4 | 5.2
O=C(Cn1cnc2c(OCc3ccccc3)ncnc21)NCc1ccccn1 | 0.4 | -0.3
Cc1c(NC(=O)C(C)N2C(=O)C3C4C=CC(C4)C3C2=O)c(=O)n(-c2ccccc2)n1C (stereo not drawn) | 1.6 | -7.2
CN(C)CCNC(=O)c1cccc(-c2cnc3c(NC=O)cc(-c4ccccc4F)cn23)c1 | 20.0 | -4.0

Two consecutive records already listed, for reference:
SMILES | H9c2 TAG inh | H9c2 TAG inh DAPI viability
Cc1nnc(NC(=O)Nc2ccc(Cl)c(Cl)c2)s1 | 18.2 | -10.9
CN(CCc1nc2ccc(Cl)cc2[nH]1)Cc1nc(CC2CC2)no1 | -1.2 | 2.6

Remaining list, next part:
SMILES | H9c2 TAG inh | H9c2 TAG inh DAPI viability
O=C1CSC(c2ccc(Cl)cc2)N1Nc1nc(N2CCOCC2)nc(N2CCOCC2)n1 (stereo not drawn) | -11.5 | 1.3
Clc1ccc(-n2nnnc2SCc2c(-c3ccccc3)nc3sccn23)cc1 | -55.6 | -16.4
CCOC(=O)c1ccc(NC(=O)c2nc[nH]c2C(=O)NCCCNC(=O)c2[nH]cnc2C(=O)Nc2ccc(C(=O)OCC)cc2)cc1 | 13.0 | 2.1
COc1ccc(S(=O)(=O)N2CCOCC2)cc1NC(=O)CCc1cc(OC)c(OC)c(OC)c1 | 1.5 | 4.9
Clc1ccccc1NN(Cc1ccncc1)c1ccccc1Cl | 9.6 | 8.1
CCOC(=O)CSc1nc(C)cc(C)n1 | -8.8 | 12.8
COc1ccc(-c2[nH]c(-c3ccccc3)nc2SCC(=O)Nc2nccs2)cc1 | -12.2 | 9.4
COc1ccc(C(C)(C)C)cc1S(=O)(=O)n1ccnc1C | 9.0 | -11.0
CCN(CC(=O)Nc1ccc(C)c(S(=O)(=O)N2CCOCC2)c1)Cc1ccccc1 | -20.2 | -0.2
Cc1ccc(C2CC(c3ccccc3)=NN2c2ccc(S(N)(=O)=O)cc2)cc1 (stereo not drawn) | -8.4 | 197.5
COc1ccc(C(=O)C2CCCN(Cc3c[nH]c4ccccc34)C2)c(OC)c1 (stereo not drawn) | 4.1 | 22.9
CCCN=C1N(C)C[C@@H]2[C@@H]3C(=O)N(Cc4ccccc4)C(=O)[C@@H]3[C@](Cc3ccccc3)(C(=O)OC)N12 | -3.2 | -2.6
CCOC(=O)CSc1nnc([C@H](C)NC(=O)OC(C)(C)C)o1 | 9.0 | -10.3
Cc1ccc(OCCCC(=O)Nc2ccc3c(c2)OCCO3)cc1 | 6.0 | 0.4
Cc1cccc(C)c1NC(=O)CN1CCc2ccccc2C1 | -6.1 | 3.8

In the list so far, these have an NH in an aromatic ring.
SMILES | H9c2 TAG inh | H9c2 TAG inh DAPI viability
CCN1C(=O)c2cccc3c(S(=O)(=O)NCCc4c[nH]c5ccccc45)ccc1c23 | 1.4 | -8.0
CCOC(=O)Cc1csc(NC(=O)C2CCCN(S(=O)(=O)c3cnc[nH]3)C2)n1 (stereo not drawn) | 11.8 | -8.1
O=c1[nH]n(-c2ccccn2)c(=O)c2ccccc12 | -3.4 | -9.6
CCCCn1c(N)c(N(CCOC)C(=O)c2c(CC)noc2C)c(=O)[nH]c1=O | 5.8 | -6.3
COCCn1c(=S)[nH]c2ncccc2c1=O | 3.5 | -5.3
CN(CCc1nc2ccc(Cl)cc2[nH]1)Cc1nc(CC2CC2)no1 | -1.2 | 2.6
Cc1ccc2nc(CCc3nc4ccc(C)cc4[nH]3)[nH]c2c1 | -0.1 | -0.7
CCOC(=O)c1ccc(NC(=O)c2nc[nH]c2C(=O)NCCCNC(=O)c2[nH]cnc2C(=O)Nc2ccc(C(=O)OCC)cc2)cc1 | 13.0 | 2.1
COc1ccc(-c2[nH]c(-c3ccccc3)nc2SCC(=O)Nc2nccs2)cc1 | -12.2 | 9.4
COc1ccc(C(=O)C2CCCN(Cc3c[nH]c4ccccc34)C2)c(OC)c1 (stereo not drawn) | 4.1 | 22.9

Screening results as filed in PubChem.

Some of the compounds tested, so the mix of outcomes need not match the whole.
